Assay outcomes (PubChem)
hERG rescue: hERG (human) protection from proarrhythmic block. activation (rescue from dofetilide block), less the hit threshold, % at 10 µM. hit rate 0.51% among 310,000. Q12809. CHO-hERG, FluxOR thallium flux, dofetilide IC70 present;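 active means activation above the mean of controls blocked by dofetilide plus 5 SD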;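 further: thallium influx through hERG after potassium depolarization seen as dye fluorescence rise; in these data hits start at about 4.7%; inactives centre near -7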
KCNK3 block: human KCNK3 channel inhibition, primary screen; B-score at 10 µM; CHO-KCNK3 thallium flux, FluxOR fluorescence; stronger effect = lower value; hit rate 0.84% among 340,000;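 active means B-score under library mean minus 4 SD, starting fluorescence ratio at most library mean plus 5 SD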;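 further: more negative B-score means stronger inhibition of thallium flux through KCNK3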
KCNK9 inh: blocks the human KCNK9 two-pore domain potassium channel; B-score at 10 µM; HEK293 KCNK9, FluxOR thallium flux fluorescence; stronger effect = lower value; hit rate 1.2% among 310,000; AID 488922;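 active means ratio B-score over 3 SD below the library mean, with starting fluorescence within 5 SD of its mean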;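 further: negative B-score means less thallium flux so channel inhibition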
Target sequence (Q9NPC2 whole entry, looked up, the tested form may be a part): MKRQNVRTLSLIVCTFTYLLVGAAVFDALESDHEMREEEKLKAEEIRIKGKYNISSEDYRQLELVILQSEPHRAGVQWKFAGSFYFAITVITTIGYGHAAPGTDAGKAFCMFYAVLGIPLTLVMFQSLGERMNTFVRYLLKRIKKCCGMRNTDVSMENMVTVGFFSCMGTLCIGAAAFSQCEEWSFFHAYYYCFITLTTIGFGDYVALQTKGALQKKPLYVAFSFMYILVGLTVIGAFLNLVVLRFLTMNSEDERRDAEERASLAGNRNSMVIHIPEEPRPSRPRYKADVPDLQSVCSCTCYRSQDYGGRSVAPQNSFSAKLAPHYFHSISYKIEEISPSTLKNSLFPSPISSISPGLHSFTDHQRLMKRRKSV
RGS4 pot: RGS4 potentiation or activation. hit rate 0.92% among 310,000. B-score at 10 µM. HEK293 M3R/inducible RGS4, carbachol calcium flux Fluo4; stronger effect = lower value;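 active means B-score of the integrated calcium signal more than 4 SD below the library mean, with starting fluorescence not abnormally high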;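 further: negative B-score means reduced calcium response which marks RGS4 activation or potentiation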
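System – HEK293 FlpIn-TREx cells, stable M3R, doxycycline-inducible RGS4 · Reagent – ECmax carbachol challenge · Times – compound preincubation 20 min at room temperature before agonist · Technique – Fluo4 fluorescence kinetic imaging of calcium · Measure – B score of integrated Fluo4 ratio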
TMEM16A act: activates or potentiates the mouse TMEM16A chloride channel. Q8BHY3. HEK293 TMEM16A/YFP-H148Q/I152L, iodide quench fluorescence; stronger effect = lower value. B-score at 10 µM. hit rate 0.3% among 340,000;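 active means fluorescence-ratio B-score plate-corrected deviation score at least 3 library SD below zero, with starting fluorescence score within 5 deviations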;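 further: channel opened by trigger with iodide after compound preincubation; score built on the fluorescence ratio of max minus min over baseline; more negative score means more quench and so TMEM16A activation or potentiation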
SKKanGAS inh: inhibitors of SKKanGAS S. pyogenes growth in kanamycin (SK-promoter or general growth effect); BacTiter-Glo, 6 h; inhibition, % at 7.5 µM; hit rate 1.3% among 300,000; AID 1662;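 active means mean replicate score, as percent of positive control median, at least 50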;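 further: strain carries kanamycin resistance gene driven by streptokinase promoter and grows in 40 µg/ml kanamycin; loss of luminescence reflects streptokinase promoter inhibition or plain growth inhibition; 0% = median of DMSO wells and 100% = positive control at its reference dose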
HDAC3 inh: blocks human histone deacetylase 3; O15379; recombinant HDAC3, fluorogenic peptide/trypsin coupled, fluorescence; inhibition, % at 8.3 µM; hit rate 0.15% among 320,000; AID 2718; in the data active means inhibition above about 26%, passing the limit was not always enough
Target sequence (O15379 whole entry, looked up): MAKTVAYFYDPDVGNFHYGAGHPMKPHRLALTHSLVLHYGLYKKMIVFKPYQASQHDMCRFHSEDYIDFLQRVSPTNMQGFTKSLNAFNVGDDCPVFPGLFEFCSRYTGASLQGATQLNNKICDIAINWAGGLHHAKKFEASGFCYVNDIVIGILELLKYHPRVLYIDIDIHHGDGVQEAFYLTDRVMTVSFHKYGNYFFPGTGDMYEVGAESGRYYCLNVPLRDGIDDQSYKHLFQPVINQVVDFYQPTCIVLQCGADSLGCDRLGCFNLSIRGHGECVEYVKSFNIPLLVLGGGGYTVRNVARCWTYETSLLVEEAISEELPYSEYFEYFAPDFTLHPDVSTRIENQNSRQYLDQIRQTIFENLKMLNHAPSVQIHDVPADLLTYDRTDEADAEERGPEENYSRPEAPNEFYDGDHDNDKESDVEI
KCNQ1 block: human KCNQ1 channel inhibition. P51787. CHO-K1 KCNQ1, FluxOR thallium flux fluorescence; stronger effect = higher value. B-score at 10 µM. hit rate 1.3% among 310,000. AID 2642;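 active means compounds whose thallium flux B-score, printed positive for inhibition, exceeds three library SD while starting fluorescence stays within three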;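 further: channel opened by potassium depolarization with thallium stimulus after 20 min compound exposure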
KCNQ1 act: human KCNQ1 channel potentiation or activation | P51787 | CHO-K1 KCNQ1, thallium flux FluxOR fluorescence; stronger effect = higher value | B-score at 10 µM | hit rate 0.35% among 310,000 | AID 2648;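 active means fluorescence ratio B-score, a plate-corrected score, at least three library SD, with initial intensity B-score within 5 SD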
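Doses: Single concentration per compound, DMSO matched to controls | Test system: KCNQ1-transfected CHO-K1 cells | Timing: 90 min dye loading and 20 min compound exposure, both at room temperature | Measured by: Kinetic FluxOR thallium fluorescence, 10-s 1-Hz baseline, 110-s post-stimulus read | Medium: Assay buffer with matched DMSO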
RGS4 block: human RGS4 inhibition. hit rate 0.45% among 310,000. B-score at 10 µM. P49798. HEK293 M3R/RGS4 inducible, Fluo-4 calcium flux; stronger effect = higher value; triggered by carbachol at its EC20. AID 463165;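 active means B-score, a plate-corrected calcium signal, over three deviations above library mean, with baseline fluorescence within five deviations of library mean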;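 further: RGS4 expression induced by doxycycline in cells with stable M3 receptor; B-score is computed from the integrated fluorescence ratio over baseline after carbachol; higher B-score means a larger calcium signal and so more RGS4 inhibition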
Target sequence (P49798 whole entry, looked up): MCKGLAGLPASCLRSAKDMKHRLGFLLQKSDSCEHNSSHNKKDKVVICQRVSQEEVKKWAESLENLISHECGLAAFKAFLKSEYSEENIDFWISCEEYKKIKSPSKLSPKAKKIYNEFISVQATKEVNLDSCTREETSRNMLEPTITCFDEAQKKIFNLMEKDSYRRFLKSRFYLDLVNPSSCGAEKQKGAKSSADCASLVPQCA
TMEM16A inh: blocks the mouse calcium-activated chloride channel TMEM16A; Q8BHY3; HEK293 TMEM16A/YFP iodide influx fluorescence, ionomycin; normalized B-score (activity score, 25-100; higher = stronger inhibition) at 10 µM; hit rate 1.2% among 310,000; AID 588511;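 active means ratio plate-corrected score three or more library SD toward inhibition, starting fluorescence score within five deviations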;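 further: score derived from kinetic fluorescence span divided by baseline fluorescence per well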
* = called active by the depositor; i = inactive; x = not tested or not shown.

SMILES	hERG rescue	KCNK3 block	KCNK9 inh	RGS4 pot	TMEM16A act	SKKanGAS inh	HDAC3 inh	KCNQ1 block	KCNQ1 act	RGS4 block	TMEM16A inh
CCC(=O)Nc1nnc(S(=O)(=O)N(C)Cc2ccco2)s1	-6	i	i	i	i	-7	-3	i	i	i	i
O=c1/c(=C\c2cccc(O)c2)sc2nc(-c3ccccc3)c(-c3ccccc3)n12	-6	i	-10*	i	i	70*	x	i	i	i	i
COCc1cc(=O)oc2cc(NC(=O)c3ccc(C(C)(C)C)cc3)ccc12	-4	i	i	i	i	-2	-3	i	i	i	i
CNCCCOc1ccc(C)cc1OC	-5	i	i	i	i	3	-8	i	i	i	i
COCCOc1cnn(-c2cc(Oc3ccc(C)cc3)ncn2)c(=O)c1Cl	-5	i	i	i	i	2	3	i	i	i	i
Cc1ccc(Cl)cc1NC(=S)NCc1cccn1C	-6	i	i	i	i	5	0	i	i	i	i
NNC(=O)c1ccc(O)cc1O	0	i	i	i	i	-3	8	i	i	i	i
Cc1cccc(COc2ccc(/C=N/NC(=O)c3nnn(-c4nonc4N)c3COc3ccc(F)cc3)cc2)c1	-10	i	i	i	i	-5	0	i	i	i	i
Cc1nc2ccc([N+](=O)[O-])cc2c(=O)n1Cc1cccc(F)c1	-2	i	i	i	i	10	x	i	i	i	i
CC(C)CCNC(=O)Cn1cc2c(n1)CCCCC2	-3	i	i	i	i	-5	-3	i	i	i	i
COC(=O)c1ccn(CC(=O)NC2CCCCC2)n1	-8	i	i	i	i	0	3	i	i	i	i
CCc1nc2c(sc3nc4c(cc32)COC(C)(C)C4)c(=O)n1CCN(CC)CC	-12	i	i	i	i	-1	3	i	i	i	i
Cc1cn(C2CC3OCC3O2)c(=O)[nH]c1=O (stereo not given)	-8	i	i	i	i	-8	-2	i	i	i	i
O=C(O)c1cc(-c2ccc(/C=N/Nc3ccc(Cl)cc3)o2)ccc1Cl	-20	i	i	i	i	-10	1	i	i	i	i
O=C(c1cc(S(=O)(=O)Nc2ccccc2F)c(Cl)cc1Cl)N1CCN(CCO)CC1	-10	i	i	i	i	-1	6	i	i	i	i
Cc1ccc(C(=O)OCC(=O)NCCN2C(=O)CSC2=O)cc1	-3	i	i	i	i	2	x	i	i	i	i
COc1ccccc1N1CCN(S(=O)(=O)c2c(C)[nH]c(C)c2C(=O)N2CCCC2)CC1	-9	i	i	i	i	-3	-4	i	i	i	i
N#CCc1ccc(NS(=O)(=O)c2cccs2)cc1	-9	i	i	i	i	7	-2	i	i	i	i
CSc1nsc(SC)c1NC(=O)Nc1ccccn1	-7	i	i	i	i	-4	5	i	i	i	i
CC(C)N(CCNC(=O)c1oc(=O)c2ccccc2c1-c1ccccc1)Cc1ccco1	-4	i	i	i	i	1	9	i	i	i	i
CCn1c(CNC(=O)COc2ccc(C(C)C)cc2)nnc1SCC(=O)NC1CCCCC1C (stereo not given)	-8	i	i	i	i	-9	-2	i	i	i	i
COc1ccc(C2/C=C\CN(C(=O)CC(C)C)CC(=O)N2Cc2ccc(F)cc2)cc1 (stereo not given)	-11	i	i	i	i	6	x	i	i	i	x
COc1cc2c(cc1OC)C(c1ccc(-c3cc(Cl)ccc3Cl)o1)=NCC2	-10	i	i	i	i	29	-1	i	i	i	i
N/C(=N\OC(=O)c1cc(-c2ccccc2)nc2ccccc12)c1cccnc1	-10	i	i	i	i	-4	-9	i	i	i	i
O=C(COc1ccccc1)N1CCN(c2nnc(-c3ccccc3)c3ccccc23)CC1	-19	i	i	i	i	12	2	i	i	i	i

(list continues)
SMILES	hERG rescue	KCNK3 block	KCNK9 inh	RGS4 pot	TMEM16A act	SKKanGAS inh	HDAC3 inh	KCNQ1 block	KCNQ1 act	RGS4 block	TMEM16A inh
O=C(CN(c1ccc(Cl)cc1)S(=O)(=O)c1ccc(Cl)c([N+](=O)[O-])c1)NCCc1ccccc1	-16	i	i	i	i	6	7	i	i	i	i
COc1ccccc1C(=O)NCC(=O)N/N=C/c1cc(Br)ccc1OCc1ccccc1	-18	i	-7.6*	i	i	29	3	i	i	i	i
O=C(O)c1ccc(COc2ccccc2/C=C2/NC(=O)N(c3cccc(Cl)c3)C2=O)cc1	-1	i	i	i	i	23	13	i	i	i	i
COCc1cc(=O)[nH]c2c1c(-c1ccccc1)nn2C	-17	i	i	i	i	0	-15	i	i	i	i
O=C1CCC(=O)N1CCSC(=S)N1CCOCC1	-12	i	i	i	i	6	-7	i	i	i	i
O=C(NC1CCCCC1)C(c1cccnc1)N(C(=O)c1csnn1)C1CCCC1 (stereo not given)	-4	i	i	i	i	-1	1	i	i	i	i
O=C(CNC(=O)c1cccs1)c1ccc(Cl)cc1	-5	i	i	i	i	-5	-2	i	i	i	i
O=C(c1ccccc1)N1N=C(c2ccccc2)CC1c1ccccc1[N+](=O)[O-] (stereo not given)	-5	i	i	i	i	4	0	i	i	i	i
Cc1ccc(S(=O)(=O)CC(C)N2CCOCC2)c(S(=O)(=O)CC(C)N2CCOCC2)c1 (stereo not given)	-13	i	i	i	i	-5	-1	i	i	i	i
CCN(CC)S(=O)(=O)c1cccc(C(=O)Nc2cccnc2)c1	-9	i	i	i	i	-3	-2	i	i	i	i
CN(C)C(=O)/C(=C\c1ccncc1)NC(=O)c1ccccc1	-5	i	i	i	i	3	5	i	i	i	i
CSc1ccc(C(=O)C2CCCN(C(=O)c3nonc3C)C2)cc1 (stereo not given)	-5	i	i	i	i	6	-4	i	i	i	i
c1cnc(N2CCN(Cc3c[nH]c4ccccc34)CC2)nc1	-1	i	i	i	i	0	-2	i	i	i	i
CCN(CC)C(=O)c1sc(NC(=O)c2ccc(Br)o2)c(C(=O)OC)c1C	-14	i	i	i	i	-3	-7	i	i	i	i
COCC(C)NC(=O)c1ccc(N(C)C)cc1 (stereo not given)	-4	i	i	i	i	-2	-6	i	i	i	i
Nc1nnc(SCC(=O)OCC(=O)NC2CCCCC2)s1	-7	i	i	i	i	2	-8	i	i	i	i
COc1ccc(CNC(=O)CCn2c(=O)c3cccn3c3ccc(F)cc32)cc1	-4	i	i	i	i	-3	1	i	i	i	i
CCOCCCNC(=S)Nc1ccc(S(N)(=O)=O)cc1	-8	i	i	i	i	-1	-3	i	i	i	i
CCCn1nc(C(=O)N2CCc3ccccc3C2)c2ccccc2c1=O	-14	i	i	i	i	-17	2	i	i	i	i
COc1ccc(NC(=O)Nc2ccc(F)c(F)c2)c(OC)c1	-10	i	i	i	i	0	2	i	i	i	i
CCOc1ccccc1C(=O)NCCC(=O)O	-7	i	i	i	i	2	-3	i	i	i	i
O=C(Nc1ccc(NC(=O)C2CC2)nc1)c1cccc(F)c1	-9	i	i	i	i	4	-1	i	i	i	i
Cc1c(C(C)C)c(=O)n(-c2ccc(S(=O)(=O)N3CCOCC3)cc2)n1C	-11	i	i	i	i	2	-4	i	i	i	i
Oc1ccccc1N1CCN(C(=S)NCCc2ccccc2)CC1	-4	i	i	i	i	5	3	i	i	i	i
COC(=O)[C@H](C)NC(=O)Nc1cccc(C(F)(F)F)c1	-4	i	i	i	i	5	0	i	i	i	i

(list continues)
SMILES	hERG rescue	KCNK3 block	KCNK9 inh	RGS4 pot	TMEM16A act	SKKanGAS inh	HDAC3 inh	KCNQ1 block	KCNQ1 act	RGS4 block	TMEM16A inh
CCS(=O)(=O)N1N=C(c2cccc(NS(C)(=O)=O)c2)CC1c1cccs1 (stereo not given)	0	i	i	i	i	-1	-1	i	i	i	i
Nc1cccc(NC(=O)CCC(=O)NCc2ccco2)c1	-12	i	i	i	i	-1	-10	i	i	i	i
COc1ccc(Oc2nc(C(F)(F)F)nc3ccccc23)cc1	-10	i	i	i	i	52*	4	i	i	i	i
CN(CC(=O)Nc1cccc(F)c1)C(=O)CCNC(=O)c1ccco1	-12	i	i	i	i	-10	0	i	i	i	i
COc1ccc(NS(=O)(=O)c2cccc(NC(=O)CCC(=O)c3ccc(Cl)cc3)c2)cc1	-13	i	i	i	i	51*	9	i	i	i	i
O=C(C1CC1)N1CCc2cc(S(=O)(=O)N(CCO)Cc3ccccc3)ccc21	-11	i	i	i	i	2	0	i	i	i	i
COc1ccc(/C=C2\SC(=S)N(CCCC(=O)Nc3cccc(C(=O)O)c3)C2=O)cc1OC	-9	i	i	i	i	28	6	i	i	i	i
COc1ccc(CCNC(=O)CSc2nc3[nH]ncc3c(=O)n2-c2ccc(C)c(Cl)c2)cc1OC	-20	i	i	i	i	-6	x	i	i	i	x
COc1ccc(N2CC(C(=O)Nc3ccc(F)cc3F)CC2=O)cc1 (stereo not given)	1	i	i	i	i	-6	1	i	i	i	i
Cc1cc(SCC(=O)c2ccc(Cl)cc2)nc(=O)[nH]1	-6	i	i	i	i	-2	18	i	i	i	i
COC(=O)/N=C(/Cc1ccc(OC)cc1)c1ccc(OC)cc1	0	i	i	i	i	10	7	i	i	i	i
Cc1cc(-c2nc(C)c(-c3nnc(SCC(=O)Nc4ccc(Cl)cc4)n3C)s2)no1	-6	i	i	i	i	-7	-6	i	i	i	i
CCc1cccc(C)c1NC(=O)CSc1nc2ccncc2[nH]1	-5	i	i	i	i	1	-1	i	i	i	i
Cc1ccc(C)c(N(CC(=O)NN=C2CCN(C)CC2)S(=O)(=O)c2ccccc2)c1	-9	i	i	i	i	3	5	i	i	i	i
COc1ccccc1OP(=O)(O)Oc1ccccc1OC	-10	i	i	i	i	-3	0	i	i	i	i
O=Cc1ccc(-c2ccc(F)cc2)o1	-12	i	i	i	i	-1	-1	i	i	i	i
O=C(Cc1ccc(Cl)cc1)Nc1ccc(C(=O)N2CCCCC2)cc1	-6	i	i	i	i	-1	-2	i	i	i	i
Cc1nc(-c2ccc(S(=O)(=O)N3CCN(c4ccccc4)CC3)cc2)co1	-5	i	i	i	i	-4	0	i	i	i	i
CC1CCC(NC(=O)CNC(=O)c2cccs2)CC1 (stereo not given)	-12	i	i	i	i	-8	-2	i	i	i	i
COc1c(C(=O)Nc2ccc(Br)cn2)ccc2ccccc12	-2	-11*	-7.2*	i	i	-6	1	i	i	i	i
CCSc1nnc(NC(=O)CCNS(=O)(=O)c2ccccc2F)s1	-4	i	i	i	i	-7	4	i	i	i	i
